14-3-3 Bad PPI: inhibitors of 14-3-3 zeta/Bad binding, primary screen, biochemical, TR-FRET, bovine 14-3-3 zeta. AID 781, 2007. inhibition, % at 21.7 µM. TR-FRET 14-3-3zeta/Dy647-pBad peptide displacement, 1 h. 14-3-3 protein zeta/delta (Bos taurus), P63103. hit rate 0.71% among 220,000;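 active = inhibition above about 70%, limit read from the data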;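 also: 0% = full 14-3-3 plus peptide FRET controls and 100% = background without 14-3-3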
KLK5 inh: human KLK5 protease inhibitors, primary screen, biochemical, 1536-well; recombinant hK5, fluorogenic AMC substrate cleavage; hit rate 0.59% among 210,000; Kallikrein-5 (Homo sapiens), Q9Y337; inhibition, % at 5 µM; AID 873, 2007;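 active = inhibition of 40% or more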;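 also: 0% = enzyme controls without compound and 100% = no-enzyme blanks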
Target sequence (Q9Y337 67-293 limits assumed): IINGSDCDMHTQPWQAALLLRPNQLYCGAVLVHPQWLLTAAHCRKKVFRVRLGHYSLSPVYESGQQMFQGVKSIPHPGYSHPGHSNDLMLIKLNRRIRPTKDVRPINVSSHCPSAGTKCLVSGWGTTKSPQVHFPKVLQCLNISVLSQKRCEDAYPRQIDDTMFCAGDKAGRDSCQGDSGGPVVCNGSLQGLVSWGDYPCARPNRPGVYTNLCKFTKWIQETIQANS
Hck Nef HTS: inhibitors of Nef-activated human Hck kinase, primary screen, biochemical, Z-Lyte FRET, 384-well, Hck-YEEI. Tyrosine-protein kinase HCK (Homo sapiens), P08631. Recombinant Hck-YEEI plus Nef, Z-Lyte FRET kinase assay. inhibition, % at 20 µM. hit rate 0.68% among 220,000. AID 463187, 2010;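 active = Hck-Nef kinase inhibition above about 50%, limit read from the data; inactive = inhibition below that limit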;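 also: 0% = DMSO with Hck plus Nef and 100% = Hck alone without Nef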
Runt-SMMHC FRET: inhibitors of RUNX1 Runt–CBFb-SMMHC binding, primary screen, biochemical, FRET, Cerulean-Runt, Venus-CBFb-SMMHC, uHTS. inhibition, % at 20 µM. AID 1434, 2008. hit rate 0.74% among 220,000. Cerulean-Runt/Venus-CBFb-SMMHC FRET ratio 530/480, 1 h. Runt-related transcription factor 1 (Homo sapiens) + Core-binding factor subunit beta …;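 active = mean inhibition across duplicate retests at 20 µM reaching about 50%, limit read from the data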;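 also: 0% = DMSO wells and 100% = wells with excess untagged CBFb-SMMHC; inhibitors lower the FRET ratio by blocking Runt binding to CBFb-SMMHC; some results filed as inactive read as strong as hits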
Wee1 degr inh: Wee1 degradation inhibitors, primary screen, cell-based, HeLa, Wee1K328M-luciferase, luminescence. Wee1-like protein kinase (Homo sapiens), P30291. HeLa Luc-Wee1K328M stability; 100% = proteasome inhibitor MG132 effect. reporter increase, % at 5 µM. hit rate 1.2% among 220,000;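 active = activation above the mean of all tested compounds plus 3 SD, set per screening run, cut at about 8.8% in these data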;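 also: cells exposed to compound for 20 h before luminescence read; 0% = DMSO alone and 100% = MG132 at 30 µM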
FXIa inh: human FXIa protease inhibitors, primary screen, biochemical, 1536-well. Coagulation factor XI (Homo sapiens), P03951. purified FXIa, Boc-Glu-Ala-Arg-AMC fluorogenic substrate. inhibition, % at 5 µM. hit rate 0.14% among 220,000;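 active = inhibition of at least 40%; inactive = inhibition below 40%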;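 also: fluorescence of freed AMC excited at 355 nm; 0% = enzyme without compound and 100% = no enzyme blank; many of its hits are not listed in these tables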
Runt-CBFb FRET: inhibitors of RUNX1 Runt–CBFb binding, primary screen, biochemical, FRET, Cerulean-Runt, Venus-CBFb, uHTS; Cerulean-Runt/Venus-CBFb FRET ratio 530/480, 1 h; inhibition, % at 20 µM; hit rate 0.46% among 220,000; AID 1496, 2009; Runt-related transcription factor 1 (Homo sapiens) + Core-binding factor subunit beta …;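 active = inhibition over about 50% at 20 µM in the single-dose screen, limit read from the data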;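 also: 0% = DMSO wells and 100% = excess unlabeled CBFb competitor control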
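Assay system: Cerulean-Runt domain fusion protein, energy donor; Signal: fluorescence energy transfer, 422 nm excitation, 530/480 nm emission; Timing: 1 h compound exposure, room temperature; Control set: unlabeled CBFb; Medium: Tris buffer pH 7.5 with salts and BSA; Compound: single test concentration of 20 µM, 1% DMSO final; Probe or stimulus: Venus-CBFb 100 nM.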
thrombin 1536: human alpha-thrombin inhibitors, primary screen, counter-screen for coagulation protease inhibitor project, biochemical, 1536-well, fluorogenic AMC substrate; Boc-VPR-AMC fluorogenic substrate cleavage; inhibition, % at 5 µM; hit rate 0.26% among 220,000; AID 1046, 2008;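 active = inhibition at or above 40%; inactive = inhibition below 40%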;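 also: 0% = enzyme with no compound and 100% = wells without enzyme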
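System: Human alpha-thrombin protein | Medium: pH 7.5 Tris (50 mM) with NaCl 150 mM, Tween 20 0.05% | Times: Enzyme reaction carried out at room temperature | Detection: AMC fluorescence, 355/460 nm | Evaluation: Percent inhibition scaled between no-compound controls and no-enzyme blanks | Benchmarks: Enzyme without compound as high, wells lacking enzyme as low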
FXIIa inh: human FXIIa protease inhibitors, primary screen, biochemical, 1536-well; inhibition, % at 5 µM; hit rate 0.3% among 220,000; Coagulation factor XII (Homo sapiens), P00748; AID 800, 2007; purified FXIIa, Boc-QGR-AMC fluorogenic substrate, 2 h; in the data active = inhibition above about 40%;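 also: 0% = enzyme with no compound and 100% = blank without enzyme; many of its hits are not listed in these tables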
Target sequence (P00748 20-372 limits assumed): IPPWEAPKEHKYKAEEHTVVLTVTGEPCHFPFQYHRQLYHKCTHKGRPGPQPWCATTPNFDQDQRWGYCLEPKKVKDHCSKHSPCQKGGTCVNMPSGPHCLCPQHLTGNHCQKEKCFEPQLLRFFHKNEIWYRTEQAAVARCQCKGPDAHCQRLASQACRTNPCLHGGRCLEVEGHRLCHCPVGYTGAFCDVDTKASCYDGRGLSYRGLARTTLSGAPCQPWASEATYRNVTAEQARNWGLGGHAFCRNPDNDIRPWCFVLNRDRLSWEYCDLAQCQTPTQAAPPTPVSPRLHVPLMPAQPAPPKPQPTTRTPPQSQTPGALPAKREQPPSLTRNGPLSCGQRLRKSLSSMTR
Target sequence (P00748 373-615 limits assumed): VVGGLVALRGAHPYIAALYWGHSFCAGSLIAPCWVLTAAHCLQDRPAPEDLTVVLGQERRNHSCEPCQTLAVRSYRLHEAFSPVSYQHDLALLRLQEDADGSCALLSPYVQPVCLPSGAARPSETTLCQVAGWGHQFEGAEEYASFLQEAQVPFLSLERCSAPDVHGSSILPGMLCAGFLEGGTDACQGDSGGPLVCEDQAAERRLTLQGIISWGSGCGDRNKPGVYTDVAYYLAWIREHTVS
An asterisk follows results filed as active; x = no result given; [ ] = remark or other dose.

SMILES | FXIIa inh | Runt-SMMHC FRET | Runt-CBFb FRET | 14-3-3 Bad PPI | Hck Nef HTS | Wee1 degr inh | KLK5 inh | thrombin 1536 | FXIa inh
O=C(c1cccc(S(=O)(=O)N2CCOCC2)c1)N1CCN(S(=O)(=O)c2cccs2)CC1 | 5 | 1 | 1 | 5 | -19 | 0 | 0 | -2 | -2
CCn1c(COc2ccc3c(c2)OCO3)nnc1SCC(=O)c1ccc(Cl)cc1 | 2 | -2 | -1 | 21 | -1 | 1 | -13 | -4 | 4
CN(C)CC(C)(C)CNC(=S)NCc1ccc2c(c1)OCO2 | 7 | -4 | -1 | 20 | 2 | -2 | -6 | -3 | -6
CC1(C)OC(=O)C(=CNC(Cc2c[nH]c3ccccc23)C(=O)O)C(=O)O1 (stereo not given) | 10 | 1 | -1 | 8 | 0 | -4 | 2 | -4 | 0
COc1ccc(S(=O)(=O)N(C)c2ccc(C(=O)NCC3CCCO3)cc2)cc1 (stereo not given) | -9 | 5 | -2 | 11[fluorescence artefact?] | 0 | -2 | -3 | 1 | -3
CS(=O)(=O)NCCNc1ncc(C(F)(F)F)cc1Cl | 9 | -3 | -1 | -8 | -2 | 0 | 3 | 1 | -2
Cc1[nH]nc2c1C(c1ccc(F)cc1)C(C#N)=C(N)O2 (stereo not given) | 8 | 1 | -3 | -13[fluorescence artefact?] | 1 | -3 | -20 | 4 | 3
CNC1(c2nnnn2-c2ccccc2C)CCOC(C)(C)C1 (stereo not given) | 1 | 0 | 0 | -2 | 11 | 1 | 0 | -3 | -1
Nc1c(C(O)(C(F)(F)F)C(F)(F)F)ccc2ccccc12 | 2 | 0 | x | -17[fluorescence artefact?] | 0 | -1 | -2 | -6 | -9
Cc1ccc(C(=O)Cn2c3[n+](c4ccccc42)CC(O)CS3)cc1 (stereo not given) | 15 | -1 | 0 | -8 | 21 | 4 | 3 | 0 | 1
CCn1c(=NC(=O)c2ccco2)sc2cccc(F)c21 | 18 | 4 | -2 | 10 | 20 | 2 | 1 | -3 | 3
O=C(O)CNC(=O)c1ccccc1F | x | -5 | -1 | x | 3 | -2 | x | x | x
CCC(CC)c1nnc(NC(=O)Cc2cccs2)s1 | 12 | 2 | 1 | -4 | 23 | 0 | 7 | -4 | 5
C=C(C)CSc1nnc(-c2ccc(OC)c(OC)c2)n1N | 21 | 3 | -2 | -8 | 8 | 0 | -3 | -7 | 4
COCCOC(=O)c1c(C)oc2ccc(OCC=C(C)C)cc12 | 4 | -2 | 1 | 6 | 0 | -1 | -6 | 0 | 1
O=C(Cn1nc2n(c1=O)-c1ccccc1SC2)N/N=C/c1cccs1 | 9 | -1 | 1 | -4 | 21 | 1 | -3 | -1 | 0
CCC(C)C(=O)Nc1nc2ccc(S(C)(=O)=O)cc2s1 (stereo not given) | 14 | -8 | 4 | -4 | 26 | 8 | 11 | -9 | 5
CCOC(=O)C1(Cc2ccccc2C(F)(F)F)CCN(C(=O)c2cc(C(C)=O)n[nH]2)CC1 | 10 | x | x | -9 | 19 | -4 | -1 | -6 | 3
CCOC(=O)C1CCN(c2ncnc3nc[nH]c23)CC1 | 8 | 1 | 0 | 5 | -3 | -3 | -4 | 1 | 0
[O-]/[N+](=C/c1ccc(F)cc1)c1ccccc1 | 9 | -1 | 1 | -17 | 0 | -2 | 5 | -4 | -1
Brc1ccc2c(c1)[C@H]1OCC[C@H]1[C@@H](c1cccs1)N2 | 6 | -6 | 3 | 5 | 9 | -3 | 2 | -6 | 2
CCOC(=O)C1CCCN(C(=O)CN2C(=O)/C(=C/c3ccc(OC)cc3)Oc3ccccc32)C1 (stereo not given) | -6 | -5 | -5 | -30 | 7 | 0 | -20 | -9 | -4
Cc1nnc(NC(=O)CSC2=NN3CCCC(=O)N=C3S2)s1 | 4 | -1 | -1 | -16 | 7 | 4 | -6 | -1 | -3
Cc1ccc(OCc2n[nH]c(=S)n2C2CCCCC2)cc1 | -9 | 5 | 20 | -16 | -1 | 2 | -25 | -9 | -7
c1ccc(-c2noc(CN3CCOCC3)n2)cc1 | 7 | 1 | -2 | -6 | 19 | 1 | -3 | 3 | -4
NC(Cc1ccc(O)cc1)c1cn([C@@H](CCC(=O)O)C(=O)N2CCNCC2)nn1 (stereo not given in full) | 6 | -2 | -1 | 3 | -7 | 4 | 0 | -1 | 0
CCOc1ccc(NS(=O)(=O)c2ccc(C)c(C(N)=O)c2)cc1 | 4 | -2 | 1 | -2 | 15 | 6 | -1 | -3 | -2
CCN(C(=O)CSC1=Nc2ccccc2C2CC=NN12)C1CCS(=O)(=O)C1 (stereo not given) | 8 | 1 | 1 | -6 | 12 | 2 | 0 | 1 | 2
Cc1ccccc1C(=O)NC1CCN(CC(=O)Nc2c(C)cccc2C)CC1 | 6 | -1 | -1 | 1[fluorescence artefact?] | 6 | 0 | -8 | -6 | -4
CCCCC(=O)Nc1ncc(Br)s1 | 0 | -1 | 2 | 0 | 7 | 0 | 18 | -6 | -4
CCOc1ccc(C(=O)CCC(=O)NC(CC(C)C)C(=O)OC)cc1 (stereo not given) | 2 | -1 | -3 | 2 | -5 | -2 | -15 | -1 | 0
O=C(CCc1nc2ccccc2n1-c1ccccc1)NCCO | -3 | 8 | -1 | 15[fluorescence artefact?] | -2 | 0 | 1 | 4 | 18
O=C(Nc1ccc2c(c1)OCO2)Nc1cnccn1 | -3 | 2 | 3 | 7 | 1 | 0 | 23 | 24 | 2
COc1ccccc1N1CCN(c2ccc([N+](=O)[O-])cc2Cl)CC1 | 13 | -2 | 0 | -8 | 0 | -1 | -4 | -6 | 0
O=C(Cc1cccs1)Nc1ccc(C(=O)O)cc1 | 14 | 1 | 1 | 1 | 0 | -2 | -21 | 0 | 1
O=C(NC1(C(F)(F)F)NC(=O)N(C2CCCCC2)C1=O)c1cccs1 (stereo not given) | 4 | 3 | 1 | -5 | 1 | -3 | 3 | -1 | 1
CCC1CCCCN1CCCNC(=O)c1cn(CC)c2ccc(S(=O)(=O)N3CCc4ccccc4C3)cc2c1=O (stereo not given) | 7 | 3 | -2 | -2 | -21 | -1 | -10 | 2 | -1
Cc1c(N2C(=O)CSC2c2ccccc2)c(=O)n(-c2ccccc2)n1C (stereo not given) | 2 | -2 | -2 | -3 | 11 | -1 | -6 | -4 | -3
Cc1ccccc1Oc1ccc(NC(=O)C2CC=CCC2C(=O)O)cc1 (stereo not given) | 7 | 0 | 0 | -3 | 6 | -1 | -14 | -3 | 5
CCc1nc2ccccc2n1CCC(=O)O | 14 | 1 | -1 | 37 | -6 | -1 | -7 | 2 | 4
C#CC1(O)CC(C)NCC1(C)CCC#N (stereo not given) | 3 | 3 | 1 | -3 | 1 | 2 | -2 | 2 | -3
COc1ccc(N2CCCCn3c2nc2c3c(=O)[nH]c(=O)n2C)cc1 | -6 | 2 | 1 | -5 | -13 | -1 | -15 | 30 | -13
COc1ccc(C2/C=C\CN(S(=O)(=O)c3cccc4cccnc34)CC(=O)N2Cc2ccc(F)cc2)cc1 (stereo not given) | 2 | 1 | -2 | -3 | 17 | x | 0 | -4 | -1
O=C(OCc1nc2scc(-c3ccccc3)c2c(=O)[nH]1)c1cccc([N+](=O)[O-])c1 | 11 | -4 | 0 | 6 | 2 | 1 | -8 | -7 | 5
COc1cc(C2C(C(C)=O)=C(O)C(=O)N2CCc2ccc(OC)c(OC)c2)ccc1O (stereo not given) | 18 | -3 | -1 | 37 | 2 | -1 | -15 | -8 | 2
O=C(CC(Cc1ccccc1)c1ccco1)NC1CCCCC1 (stereo not given) | -9 | -1 | 1 | -3 | -2 | -2 | -8 | -4 | -6
COc1ccc(/C=C(\C#N)C(=O)OCC(=O)NC(=O)NCCC(C)C)cc1 | 7 | 2 | -1 | -15 | 22 | -1 | 5 | -5 | 1
O=C(c1ccc(Cl)c([N+](=O)[O-])c1)N1CCN(C(=O)c2ccco2)CC1 | 8 | 3 | 0 | 2 | 8 | 0 | -2 | 0 | -1
FC(F)(F)c1cnc(COc2ccc(Cl)cc2Cl)c(Cl)c1 | 4 | -3 | 1 | 2 | 10 | 3 | -3 | -7 | -3

Of the compounds above, these have fluorine.
SMILES | FXIIa inh | Runt-SMMHC FRET | Runt-CBFb FRET | 14-3-3 Bad PPI | Hck Nef HTS | Wee1 degr inh | KLK5 inh | thrombin 1536 | FXIa inh
CS(=O)(=O)NCCNc1ncc(C(F)(F)F)cc1Cl | 9 | -3 | -1 | -8 | -2 | 0 | 3 | 1 | -2
Cc1[nH]nc2c1C(c1ccc(F)cc1)C(C#N)=C(N)O2 (stereo not given) | 8 | 1 | -3 | -13[fluorescence artefact?] | 1 | -3 | -20 | 4 | 3
Nc1c(C(O)(C(F)(F)F)C(F)(F)F)ccc2ccccc12 | 2 | 0 | x | -17[fluorescence artefact?] | 0 | -1 | -2 | -6 | -9
CCn1c(=NC(=O)c2ccco2)sc2cccc(F)c21 | 18 | 4 | -2 | 10 | 20 | 2 | 1 | -3 | 3
O=C(O)CNC(=O)c1ccccc1F | x | -5 | -1 | x | 3 | -2 | x | x | x
CCOC(=O)C1(Cc2ccccc2C(F)(F)F)CCN(C(=O)c2cc(C(C)=O)n[nH]2)CC1 | 10 | x | x | -9 | 19 | -4 | -1 | -6 | 3
[O-]/[N+](=C/c1ccc(F)cc1)c1ccccc1 | 9 | -1 | 1 | -17 | 0 | -2 | 5 | -4 | -1
O=C(NC1(C(F)(F)F)NC(=O)N(C2CCCCC2)C1=O)c1cccs1 (stereo not given) | 4 | 3 | 1 | -5 | 1 | -3 | 3 | -1 | 1
COc1ccc(C2/C=C\CN(S(=O)(=O)c3cccc4cccnc34)CC(=O)N2Cc2ccc(F)cc2)cc1 (stereo not given) | 2 | 1 | -2 | -3 | 17 | x | 0 | -4 | -1
FC(F)(F)c1cnc(COc2ccc(Cl)cc2Cl)c(Cl)c1 | 4 | -3 | 1 | 2 | 10 | 3 | -3 | -7 | -3
